TMEM16A act: mouse TMEM16A channel activation, primary screen; HEK293 TMEM16A/YFP-H148Q/I152L, iodide quench fluorescence; active compounds read low; B-score at 10 µM; Q8BHY3; 0.3% of 340,000 active; AID 623877;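 active = fluorescence-ratio B-score plate-corrected deviation score at least 3 library SD below zero, with starting fluorescence score within 5 deviations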;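 also: channel opened by trigger with iodide after compound preincubation; score built on the fluorescence ratio of max minus min over baseline; more negative score means more quench and so TMEM16A activation or potentiation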
Target sequence (Q8BHY3 whole entry, looked up): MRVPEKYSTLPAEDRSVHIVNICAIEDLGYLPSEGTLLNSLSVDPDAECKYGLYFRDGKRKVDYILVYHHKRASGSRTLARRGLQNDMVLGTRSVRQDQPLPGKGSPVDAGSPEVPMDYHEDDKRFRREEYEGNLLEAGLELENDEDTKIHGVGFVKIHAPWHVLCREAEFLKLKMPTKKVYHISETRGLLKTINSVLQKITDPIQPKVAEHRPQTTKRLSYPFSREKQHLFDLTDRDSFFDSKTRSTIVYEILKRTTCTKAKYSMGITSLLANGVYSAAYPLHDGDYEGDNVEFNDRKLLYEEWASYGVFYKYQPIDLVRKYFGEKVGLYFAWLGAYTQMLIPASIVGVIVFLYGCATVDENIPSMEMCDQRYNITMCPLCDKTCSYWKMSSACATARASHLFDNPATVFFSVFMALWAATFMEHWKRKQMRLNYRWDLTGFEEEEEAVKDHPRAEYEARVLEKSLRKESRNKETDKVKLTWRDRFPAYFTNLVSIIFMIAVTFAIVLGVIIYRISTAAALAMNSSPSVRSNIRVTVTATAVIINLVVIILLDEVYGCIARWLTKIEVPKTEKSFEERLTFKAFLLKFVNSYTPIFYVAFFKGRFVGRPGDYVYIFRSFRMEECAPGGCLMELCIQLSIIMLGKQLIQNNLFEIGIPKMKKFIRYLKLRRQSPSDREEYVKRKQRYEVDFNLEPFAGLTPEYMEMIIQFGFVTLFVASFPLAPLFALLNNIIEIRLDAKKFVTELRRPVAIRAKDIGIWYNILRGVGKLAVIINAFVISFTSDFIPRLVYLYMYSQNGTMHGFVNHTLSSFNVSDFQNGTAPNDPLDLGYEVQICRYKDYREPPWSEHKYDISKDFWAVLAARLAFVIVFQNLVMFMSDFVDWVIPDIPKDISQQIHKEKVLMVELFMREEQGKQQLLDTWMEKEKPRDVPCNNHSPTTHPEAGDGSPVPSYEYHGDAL
TRPC6 inh: blocks the mouse TRPC6 cation channel | Q61143 | HEK293-TRPC6, membrane potential dye, ACh-evoked depolarization; active compounds read low | B-score at 10 µM | 1.1% of 310,000 active | AID 2553;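 active = B-score under library mean minus 3 SD, initial fluorescence not abnormally high, positive integrated signal ratio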;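 also: B-score derived from integrated fluorescence ratio over the kinetic read; more negative B-score means stronger inhibition of depolarization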
TRPC6 act: activates the mouse TRPC6 cation channel | Q61143 | HEK293-TRPC6 membrane potential dye fluorescence; active compounds read high | B-score at 10 µM | 0.13% of 310,000 active;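 active = B-score of the integrated fluorescence ratio above library mean plus 3 SD, and starting fluorescence ratio within library mean plus 5 SD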;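 also: higher score means more depolarization so channel activation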
MrgX1 agonist: activates human MrgX1 receptor signaling; 0.44% of 310,000 active; B-score at 10 µM; MrgX1-HEK293 cells, Fluo-4 calcium fluorescence, agonist mode; active compounds read high; Q96LB2; AID 588627;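 active = calcium response B-score plate-corrected fluorescence ratio at least 3 library SD, with starting fluorescence B-score inside 5 SD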
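Test system: HEK293 cells stably expressing human MrgX1 receptor; Input: fifteen thousand cells per well; Dosing: compound delivered in addition one of three; Schedule: overnight seeding, then 1 h dark dye loading; Technique: Fluo-4 NW calcium fluorescence; Measure: B-scored fluorescence response ratio; Controls: positive and negative controls per plate.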
TRPC4 PAM: allosterically enhances the mouse TRPC4 cation channel; Q9QUQ5; HEK293 TRPC4beta/mu-opioid, DAMGO EC20, Fluo-4 Ca2+ flux; active compounds read high; B-score at 10 µM; 0.42% of 310,000 active; AID 2227;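 active = B-score of calcium response area above 5 SD of library B-scores, with initial fluorescence ratio within 5 SD of library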;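 also: B-score of integrated fluorescence ratio over time as area under calcium response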
TRPC4 inh: TRPC4 (mouse) channel inhibition. B-score at 10 µM. AID 2247. 0.39% of 300,000 active. HEK293 TRPC4beta/mu-opioid, DAMGO-evoked Fluo4 calcium flux; active compounds read low;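 active = B-score over 3 SD under the library average, no early fluorescence shift, positive overall ratio signal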
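Material: HEK293 cells with stable TRPC4beta plus mu-opioid receptor expression; probe or stimulus: DAMGO in two steps, submaximal then maximal; technique: Fluo4 calcium fluorescence by kinetic imaging, 5 s 1 Hz baseline; measure: integrated fluorescence ratio relative to baseline, converted to per-well B score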
MrgX1 antagonist: blocks BAM8-22 activation of human MrgX1 receptor | MRGX1-HEK293 calcium flux, Fluo-4, BAM8-22 antagonism; active compounds read low | 1.3% of 310,000 active | Q96LB2 | B-score at 10 µM;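 active = calcium-response B-score plate-corrected more than 3 library SD below zero, starting fluorescence within 5 deviations, no agonist response on first addition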;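 also: peak minus trough fluorescence over baseline after final BAM8-22 challenge near maximal dose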
MrgX1 PAM: allosterically activates human MrgX1 receptor signaling; MrgX1-HEK293, Fluo-4 calcium flux, FDSS; active compounds read high; 0.63% of 310,000 active; B-score at 10 µM; Q96LB2;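 active = plate-corrected calcium response at least 3 library SD above typical, normal starting fluorescence, not activating the receptor alone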;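 also: compound read alongside a low EC10 to EC30 dose of BAM8-22 agonist; peak minus trough fluorescence over baseline measured at the second addition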
SKKanGAS inh: blocks kanamycin growth of S. pyogenes SKKanGAS strain; BacTiter-Glo, 6 h; AID 1662; 1.3% of 300,000 active; inhibition, % at 7.5 µM;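 active = mean replicate score, as percent of positive control median, at least 50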;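 also: strain carries kanamycin resistance gene driven by streptokinase promoter and grows in 40 µg/ml kanamycin; loss of luminescence reflects streptokinase promoter inhibition or plain growth inhibition; 0% = median of DMSO wells and 100% = positive control at its reference dose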
ANO1 block: mouse TMEM16A channel inhibition, primary screen | 1.2% of 310,000 active | normalized B-score (activity score, 25-100; higher = stronger inhibition) at 10 µM | HEK293 TMEM16A/YFP iodide influx fluorescence, ionomycin;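 active = ratio plate-corrected score three or more library SD toward inhibition, starting fluorescence score within five deviations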;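 also: score derived from kinetic fluorescence span divided by baseline fluorescence per well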
TRPC4 act: opens the mouse TRPC4 cation channel. Q9QUQ5. HEK293 TRPC4beta/mu-opioid, Fluo4 calcium fluorescence; active compounds read high. B-score at 10 µM. 0.49% of 310,000 active;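 active = B-score above 5 SD of library B-scores, and initial fluorescence ratio not above library mean plus 5 SD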;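 also: positive B-score marks a calcium rise read as TRPC4 activation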
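System: HEK293 cells stably co-expressing mouse TRPC4beta and mu-opioid receptor; Schedule: Fluo4 dye loading 45 min at room temperature, 110 s recording; Detection: Fluo4 fluorescence, kinetic; Evaluation: B-scored integrated calcium fluorescence ratio; Controls: buffer (low) and maximal DAMGO (high).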
Numbers without * were called inactive; i = inactive; . = no result given.

smiles | TMEM16A act | TRPC6 inh | TRPC6 act | MrgX1 agonist | TRPC4 PAM | TRPC4 inh | MrgX1 antagonist | MrgX1 PAM | SKKanGAS inh | ANO1 block | TRPC4 act
CCC(CO)Nc1ccc(-c2n[nH]c(=O)c3ccccc23)cc1[N+](=O)[O-] (stereo unspecified) | i | i | i | i | i | i | i | i | 2.4 | i | i
COc1cc(C(=O)N2CCC(c3nc(-c4cccnc4)no3)CC2)cc(OC)c1OC | i | i | i | i | i | i | i | i | 7.7 | i | i
O=C(/C=C/c1ccc2c(c1)OCO2)NC1CCCC1 | i | i | i | i | i | i | i | i | -3.8 | i | i
CCOc1cc(C(=O)Nc2cc(C)ccn2)cc(OCC)c1OCC | i | i | i | i | i | i | i | i | -6.9 | 100* | i
O=[N+]([O-])c1cccc(/C=N/Nc2nc(NCc3ccccc3)nc(N3CCOCC3)n2)c1 | i | i | i | i | i | i | i | i | -7.5 | i | i
c1ccc(-c2nc(N3CCNCC3)nc3ccccc23)cc1 | i | -8.02* | i | i | 18* | i | i | i | 1.8 | i | i
CCOC(=O)C(NC(=O)c1ccccc1)(Nc1cccc(C)n1)C(F)(F)F (stereo unspecified) | i | i | i | i | i | i | i | i | -2.7 | i | i
CCOc1ccc(Oc2ccc(Cl)cc2NC(=O)CCNC(C)=O)cc1 | i | i | i | i | i | i | i | i | -0.8 | i | i
CN(c1ccccc1)S(=O)(=O)c1ccc(NC(=O)COc2ccccc2)cc1 | i | i | i | i | i | i | i | i | 33.5 | i | i
O=C(N/C(=C/c1ccc(Br)cc1)C(=O)N1CCOCC1)c1ccc(Br)o1 | i | i | i | i | i | i | i | i | 9.6 | i | i
NC(=O)CC(NC(=O)c1ccccc1)c1ccc(NC2CCCCCCC2)c([N+](=O)[O-])c1 (stereo unspecified) | i | i | i | i | i | i | i | i | 13.4 | i | i
CC1CCCC(NC(=O)NC(=O)CCl)C1C (stereo unspecified) | i | i | i | i | i | i | i | i | -9.3 | i | i
Clc1ccccc1OCc1nnc(-c2ccccc2Br)o1 | i | i | i | i | i | i | i | i | 19.8 | i | i
C[n+]1cccc(C(=O)Nc2ccccc2)c1 | i | i | i | i | i | i | i | i | -1.5 | i | i
Cc1cc(C(=O)NC2=NCCS2)cs1 | i | i | i | i | i | i | i | i | 1.7 | i | i
COc1ccc(C(CC(=O)O)NC(=O)c2ccccc2[N+](=O)[O-])cc1 (stereo unspecified) | i | i | i | i | i | i | i | i | 6.7 | i | i
Cc1cc(=O)[nH]c(/N=C(\N)Nc2cccc3ccccc23)n1 | i | i | i | i | i | i | i | i | 3.9 | i | i
CCC(=O)NCc1ccc2[nH]c(C)cc2c1 | i | i | i | i | i | i | i | i | -5.9 | i | i
CNC(=O)CSc1nnc(CCc2ccccc2)n1-c1ccccc1 | i | i | i | i | i | i | i | i | 7.6 | i | i
COC(=O)c1ccccc1Nc1cc(C)nc2nc(C)nn12 | i | i | i | i | i | i | i | i | -1.7 | i | i
CCOC(=O)C1CCCN(C(=O)c2sc3nc(C)nc(N(CC)CC)c3c2C)C1 (stereo unspecified) | i | -5.22* | i | i | i | i | i | i | 3.6 | i | i
COc1ccc(OC)c(CCNC(=O)Cn2cccc2C(=O)c2ccccc2C)c1 | i | i | i | i | i | i | i | i | -8.7 | i | i
COc1cc(C(=O)Nc2ccc3c(c2)N(C(=O)CN2CCN(C)CC2)c2ccccc2CC3)cc(OC)c1OC | i | i | i | i | i | i | i | i | 4.4 | i | i
COc1ccc(NC(=O)c2ccc3c(=O)n(-c4ccc(OC)cc4OC)c(=S)[nH]c3c2)cc1 | i | i | i | i | i | i | i | i | 27.2 | i | i
Cc1ccc(S(=O)(=O)N(C)c2ccc(C(=O)N3CCC(C(N)=O)CC3)cc2)cc1 | i | . | . | i | . | . | i | i | . | i | .
Cc1cc(C)c2c3c(sc2n1)C1(CCSCC1)C(C#N)=C(N)O3 | i | i | i | i | i | i | i | i | -2.4 | i | i
CCCNC(=O)CN(Cc1ccco1)S(=O)(=O)c1ccc(OCC)cc1 | i | i | i | i | i | i | i | i | -2.2 | i | i
Nc1nc2n(n1)C(c1c(F)cccc1Cl)CC(c1ccc(F)cc1)N2 (stereo unspecified) | i | i | i | i | i | i | i | i | -4.5 | i | i
Cc1ccc(NC(=O)N2CCC(NC(=O)C(C)(C)C)CC2)cc1 | i | i | i | i | i | i | i | i | 10.4 | i | i
Cc1cc2c(cc1S(=O)(=O)N1CCN(c3cccc(C)c3C)CC1)OCC(=O)N2 | i | i | i | i | i | i | i | i | 7.0 | i | i
CC(NS(=O)(=O)c1ccc(OCC(=O)NCc2cccnc2)cc1)c1ccccc1 (stereo unspecified) | i | i | i | i | i | i | i | i | -8.3 | i | i
CC(=O)c1c(C(C)=O)c(C)n(-c2ccc(N)cc2)c1C | i | i | i | i | i | i | i | i | 2.5 | i | i
Cn1cccc1CC(=O)N/N=C/c1cccc([N+](=O)[O-])c1 | i | i | i | i | i | i | i | i | -2.9 | i | i
CCOC(=O)CSc1nc2sc(C(=O)O)c(C)c2c(=O)[nH]1 | i | i | i | i | i | i | i | i | 0.1 | i | i
CCOc1ccc(NC(=O)c2ccc3c(c2)CCN3S(C)(=O)=O)cc1 | i | i | i | i | i | i | i | i | -2.4 | i | i
CNc1nc(Cl)nc(Nc2ccccc2)n1 | i | i | i | i | i | i | i | i | 2.1 | i | i
COC(=O)CCC(=O)OC1(C)C(=O)C2=CN(CCN3CCOCC3)C(c3ccc(OC)cc3)=CC2=C(Br)C1=O (stereo unspecified) | . | i | i | i | i | i | i | i | 4.9 | i | i
COc1ccc(CCNC(=O)C2CCCN(c3ncnc4c3nc3n4CCCCC3)C2)c(OC)c1 (stereo unspecified) | i | i | i | i | i | i | i | i | 7.3 | i | i
CCc1c(C)sc(NC(=S)N2CC(C)OC(C)C2)c1C(=O)OC (stereo unspecified) | i | i | i | i | i | i | i | i | 28.6 | i | i
COc1cccc(C2=NOC(C(=O)NC(C)(C)C)C2)c1 (stereo unspecified) | i | i | i | i | i | i | i | i | 5.0 | i | i
COc1ccc(-c2nnc(SCC(=O)c3cccs3)n2-c2ccc(Cl)cc2)cc1 | i | i | i | i | i | i | i | i | -12.6 | i | i
Cc1ccccc1OCC(=O)NC(=S)Nc1ccc(N2CCOCC2)c(Cl)c1 | i | i | i | i | i | i | i | i | 14.2 | i | i
COCCCNC(=S)Nc1ccc(C)cc1[N+](=O)[O-] | i | i | i | i | i | i | i | i | 0.4 | i | i
O=c1cc(Cl)[nH]c(=O)n1Cc1ccccc1 | i | i | i | i | i | i | i | i | 4.7 | i | i
COc1ccccc1NC(=O)CN1C(=O)CSC(C)C1=O (stereo unspecified) | i | i | i | i | i | i | i | i | 5.9 | i | i
Cc1cccc(NS(=O)(=O)c2cc(OCC(N)=O)c(C)cc2Cl)c1 | i | i | i | i | i | i | i | i | 4.1 | i | i
COc1cc2cc(Oc3ccc4ccc(=O)oc4c3)c(=O)oc2cc1OC(=O)/C=C/c1ccccc1 | i | i | i | i | i | . | i | i | 13.9 | i | i
CCn1cc(/C=N/NC(=O)COc2cccc3cccnc23)c2ccccc21 | i | i | i | i | i | i | i | i | 16.1 | i | i
O=C(OCC(=O)c1cccs1)c1ccc([N+](=O)[O-])o1 | i | i | i | i | i | i | i | i | 9.9 | i | i
Clc1cccc2sc(N3CCCCC3)nc12 | i | i | i | i | i | i | i | i | 9.1 | i | i
COc1ccc(C(=O)COc2ccccc2C(=O)Nc2ccccc2)cc1 | i | i | i | i | i | i | i | i | -0.6 | i | i
Cc1cc(Cl)c2oc(C(=O)NC3CCC(O)CC3)c(C)c2c1 (stereo unspecified) | i | i | i | i | i | i | i | i | -2.5 | i | i
COc1ccccc1-c1nnn(CC#N)n1 | i | i | i | i | i | i | -7.54* | i | 1.7 | i | i
O=C(O)CCCNS(=O)(=O)c1cccs1 | i | i | i | i | i | i | i | i | -7.6 | i | i
O=C(O)CCC(=O)Nc1ccc(S(=O)(=O)Nc2nccs2)cc1 | i | i | i | i | i | i | i | i | -0.6 | i | i
COC(=O)COc1cccc2c(=O)n(CC(=O)Nc3ccc4c(c3)OCCO4)ccc12 | i | i | i | i | i | i | i | i | -2.7 | i | i

New compounds follow.
smiles | TMEM16A act | TRPC6 inh | TRPC6 act | MrgX1 agonist | TRPC4 PAM | TRPC4 inh | MrgX1 antagonist | MrgX1 PAM | SKKanGAS inh | ANO1 block | TRPC4 act
CN(C)c1ccc(N/C=C/C(=O)c2ccccc2)cc1 | i | i | i | i | i | i | i | i | -1.7 | i | i
CCC/C(O)=C1\C(=O)CC(C)(C)CC1=NCCO | i | i | i | i | i | i | i | i | 5.5 | i | i
COC(=O)C1(C(C[N+](=O)[O-])c2ccc(C)cc2)C(=O)NCC1c1ccco1 (stereo unspecified) | i | i | i | i | i | i | i | i | 64.4* | i | i
COc1cc(/C=N/NC(=O)c2ccc(-n3cccc3)cc2)ccc1O | i | i | i | i | i | i | i | i | -7.5 | i | i
COc1ccc(Cl)cc1NC(=O)C[n+]1cccc(C)c1 | i | i | i | i | i | i | i | i | -2.2 | i | i
O=[N+]([O-])c1ccn(-c2nc(-c3ccccc3)cc(C(F)(F)F)n2)n1 | i | i | i | i | i | i | i | i | -6.4 | i | i
CC(=O)OC(C(=O)NCc1ccc2c(c1)OCO2)c1ccccc1Cl (stereo unspecified) | . | i | i | i | i | i | i | i | -3.6 | i | i
O=S(=O)(c1ccc(-c2nnco2)cc1)N1CCCCC1 | i | i | i | i | i | i | i | i | -7.4 | i | i
O=C(CCC1CC(=O)Nc2ccccc21)NCc1ccc(F)cc1 (stereo unspecified) | i | i | i | i | i | i | i | i | 4.1 | i | i
O=[N+]([O-])c1cccc(-c2nnc3ccccn23)c1 | . | i | i | i | i | i | i | i | -11.4 | i | i
NS(=O)(=O)c1ccc(CCNC(=O)c2ccccc2F)cc1 | i | i | i | i | i | i | i | i | 0.0 | i | i
CCCSC1=C(C#N)C(c2cc(OC)ccc2OC)CC(=O)N1 (stereo unspecified) | i | i | i | i | i | i | i | i | -7.5 | i | i
